TMEM16A inh: TMEM16A chloride channel inhibitors, primary screen, cell-based, HTS; HEK293 TMEM16A/YFP iodide influx fluorescence, ionomycin; normalized B-score (activity score, 25-100; higher = stronger inhibition) at 10 µM; 1.2% of 310,000 active;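 active = ratio plate-corrected score three or more library SD toward inhibition, starting fluorescence score within five deviations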;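 note: score derived from kinetic fluorescence span divided by baseline fluorescence per well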
SKKanGAS inh: S. pyogenes SKKanGAS growth inhibitors in kanamycin, primary screen, streptokinase expression inhibitor project, SKKanGAS strain, BacTiter-Glo luminescence; inhibition, % at 7.5 µM; 6 h; 1.3% of 300,000 active;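 active = mean replicate score, as percent of positive control median, at least 50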;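 note: strain carries kanamycin resistance gene driven by streptokinase promoter and grows in 40 µg/ml kanamycin; loss of luminescence reflects streptokinase promoter inhibition or plain growth inhibition; 0% = median of DMSO wells and 100% = positive control at its reference dose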
MrgX1 PAM: positive allosteric modulators of MrgX1, primary screen, HEK293 cells, Fluo-4 calcium flux. FDSS; active compounds read high. B-score at 10 µM. 0.63% of 310,000 active;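 active = plate-corrected calcium response at least 3 library SD above typical, normal starting fluorescence, not activating the receptor alone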;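 note: compound read alongside a low EC10 to EC30 dose of BAM8-22 agonist; peak minus trough fluorescence over baseline measured at the second addition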
MrgX1 agonist: agonists of human MrgX1 receptor, primary screen, HEK293 cells, Fluo-4 calcium flux; B-score at 10 µM; Mas-related G-protein coupled receptor member X1 (Homo sapiens), Q96LB2; Fluo-4 calcium fluorescence, agonist mode; active compounds read high; 0.44% of 310,000 active;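 active = calcium response B-score plate-corrected fluorescence ratio at least 3 library SD, with starting fluorescence B-score inside 5 SD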
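Test system: Stable human MrgX1 HEK293 cell line | Schedule: Overnight plating before 1 h dye loading | Read-out basis: Baseline-normalised fluorescence change ratio, B-scored | Detection: Kinetic calcium dye fluorescence, Fluo-4 NW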
MrgX1 antagonist: antagonists of human MrgX1 receptor, primary screen, HEK293 cells, Fluo-4 calcium flux; Mas-related G-protein coupled receptor member X1 (Homo sapiens), Q96LB2; BAM8-22 antagonism; active compounds read low; B-score at 10 µM; 1.3% of 310,000 active;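 active = calcium-response B-score plate-corrected more than 3 library SD below zero, starting fluorescence within 5 deviations, no agonist response on first addition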;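 note: peak minus trough fluorescence over baseline after final BAM8-22 challenge near maximal dose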
TRPC6 act: mouse TRPC6 channel activators, primary screen, cell-based, HEK293, membrane potential dye; Short transient receptor potential channel 6 (Mus musculus), Q61143; HEK293-TRPC6 membrane potential dye fluorescence; active compounds read high; B-score at 10 µM; 0.13% of 310,000 active;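 active = B-score of the integrated fluorescence ratio above library mean plus 3 SD, and starting fluorescence ratio within library mean plus 5 SD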;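 note: higher score means more depolarization so channel activation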
TMEM16A act: TMEM16A chloride channel activators or potentiators, primary screen, cell-based, HTS | Anoctamin-1 (Mus musculus), Q8BHY3 | HEK293 TMEM16A/YFP-H148Q/I152L, iodide quench fluorescence; active compounds read low | B-score at 10 µM | 0.3% of 340,000 active;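 active = fluorescence-ratio B-score plate-corrected deviation score at least 3 library SD below zero, with starting fluorescence score within 5 deviations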;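 note: channel opened by trigger with iodide after compound preincubation; score built on the fluorescence ratio of max minus min over baseline; more negative score means more quench and so TMEM16A activation or potentiation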
TRPC4 PAM: positive allosteric modulators of TRPC4, primary screen, cell-based, mouse TRPC4beta, HEK293 mu-opioid, Fluo-4 calcium | Short transient receptor potential channel 4 (Mus musculus), Q9QUQ5 | DAMGO EC20, Fluo-4 Ca2+ flux; active compounds read high | B-score at 10 µM | 0.42% of 310,000 active | AID 2227, 2009;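 active = B-score of calcium response area above 5 SD of library B-scores, with initial fluorescence ratio within 5 SD of library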;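 note: B-score of integrated fluorescence ratio over time as area under calcium response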
Target sequence (Q9QUQ5 whole entry, looked up): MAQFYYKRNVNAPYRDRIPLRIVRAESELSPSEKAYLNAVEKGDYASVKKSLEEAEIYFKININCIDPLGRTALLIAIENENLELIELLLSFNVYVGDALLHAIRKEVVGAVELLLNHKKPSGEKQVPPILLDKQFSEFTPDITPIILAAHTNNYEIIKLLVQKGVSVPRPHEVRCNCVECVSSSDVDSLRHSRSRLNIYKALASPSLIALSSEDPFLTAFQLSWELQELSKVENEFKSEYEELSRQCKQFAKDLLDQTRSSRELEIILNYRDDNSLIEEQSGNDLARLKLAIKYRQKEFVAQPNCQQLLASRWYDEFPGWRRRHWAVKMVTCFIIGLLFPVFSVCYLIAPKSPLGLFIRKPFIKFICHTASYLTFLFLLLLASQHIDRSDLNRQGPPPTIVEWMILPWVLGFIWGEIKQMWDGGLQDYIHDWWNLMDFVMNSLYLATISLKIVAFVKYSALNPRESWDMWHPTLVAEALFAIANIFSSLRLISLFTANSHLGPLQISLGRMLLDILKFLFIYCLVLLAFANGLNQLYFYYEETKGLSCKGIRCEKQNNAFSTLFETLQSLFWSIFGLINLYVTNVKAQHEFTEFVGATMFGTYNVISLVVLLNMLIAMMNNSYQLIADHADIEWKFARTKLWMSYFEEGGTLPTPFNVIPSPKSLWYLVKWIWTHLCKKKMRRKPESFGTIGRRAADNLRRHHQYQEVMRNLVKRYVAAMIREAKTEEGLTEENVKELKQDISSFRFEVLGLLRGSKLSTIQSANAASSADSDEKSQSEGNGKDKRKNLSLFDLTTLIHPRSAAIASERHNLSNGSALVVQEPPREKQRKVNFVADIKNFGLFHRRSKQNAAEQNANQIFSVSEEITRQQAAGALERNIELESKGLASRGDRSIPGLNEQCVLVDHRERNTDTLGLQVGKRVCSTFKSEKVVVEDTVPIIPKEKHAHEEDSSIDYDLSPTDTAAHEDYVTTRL
TRPC4 act: activators of mouse TRPC4 channel, primary screen, Fluo4 calcium, HEK293 TRPC4beta/mu-opioid cells. Short transient receptor potential channel 4 (Mus musculus), Q9QUQ5. 0.49% of 310,000 active. Fluo4 calcium fluorescence; active compounds read high. B-score at 10 µM;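 active = B-score above 5 SD of library B-scores, and initial fluorescence ratio not above library mean plus 5 SD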;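 note: positive B-score marks a calcium rise read as TRPC4 activation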
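Assay system: HEK293 stable line with TRPC4beta plus mu-opioid receptor. Times: dye 45 min RT, read 110 s. Measured by: kinetic Fluo4 calcium fluorescence. Measure: B score of integrated ratio. Controls: assay buffer as low control, maximal DAMGO as high control.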
TRPC4 inh: inhibitors of mouse TRPC4 channel, primary screen, Fluo4 calcium, HEK293 TRPC4beta/mu-opioid cells; Short transient receptor potential channel 4 (Mus musculus), Q9QUQ5; DAMGO-evoked Fluo4 calcium flux; active compounds read low; B-score at 10 µM; 0.39% of 300,000 active; AID 2247, 2010;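 active = B-score over 3 SD under the library average, no early fluorescence shift, positive overall ratio signal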
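Material: HEK293 cells with stable TRPC4beta plus mu-opioid receptor expression; probe or stimulus: DAMGO in two steps, submaximal then maximal; technique: Fluo4 calcium fluorescence by kinetic imaging, 5 s 1 Hz baseline; measure: integrated fluorescence ratio relative to baseline, converted to per-well B score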
TRPC6 inh: mouse TRPC6 channel inhibitors, primary screen, cell-based, HEK293, membrane potential dye; ACh-evoked depolarization; active compounds read low; B-score at 10 µM; 1.1% of 310,000 active; AID 2553, 2010;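 active = B-score under library mean minus 3 SD, initial fluorescence not abnormally high, positive integrated signal ratio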;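 note: B-score derived from integrated fluorescence ratio over the kinetic read; more negative B-score means stronger inhibition of depolarization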
An asterisk follows results filed as active; i = inactive; x = no result given.

SMILES	TMEM16A inh	SKKanGAS inh	MrgX1 PAM	MrgX1 agonist	MrgX1 antagonist	TRPC6 act	TMEM16A act	TRPC4 PAM	TRPC4 act	TRPC4 inh	TRPC6 inh
CCN(CC)CCN1C(=O)C(=O)/C(=C(/O)c2ccc(S(=O)(=O)N3CCOCC3)cc2)C1c1ccc(C(C)C)cc1 (stereo unspecified)	i	0	i	i	i	i	i	i	i	i	i
COc1ccc(-c2nnc(NC(=O)CS(=O)(=O)c3ccc(Cl)cc3)o2)c(OC)c1	i	4	i	i	i	13*	i	i	i	i	i
CCOC(=O)CN(C)Cc1cn(C)nc1-c1ccc(Oc2ccccc2)cc1	i	3	i	i	i	i	i	i	i	i	i
O=C(NC1CCN(Cc2ccccc2)CC1)c1cncc(Br)c1	i	0	i	i	i	i	i	i	i	i	i
CC(=O)N1CC(C)Sc2ccc(S(=O)(=O)NC3CCCCC3)cc21 (stereo unspecified)	i	-3	i	i	i	i	i	i	i	i	i
O=C(CSC1=NCCS1)N1CCN(c2ccccc2)CC1	i	-3	i	i	i	x	i	x	x	x	x
Oc1ccccc1Nc1nc(NCc2ccco2)c2ccccc2n1	i	16	i	i	i	i	i	i	i	-6*	-8.5*
CCNC(=O)Cn1c(=O)c(=O)n(Cc2ccccc2)c2ccc(Cl)cc21	i	-4	i	i	i	i	i	i	i	i	i
COCCn1c(SCC(=O)Nc2ccc3c(c2)OCCO3)nnc1-c1c[nH]c2ccccc12	i	x	i	i	i	x	i	x	x	x	x
CCOc1cc(CN2CCN(S(=O)(=O)Cc3ccccc3)CC2)ccc1OC	i	-4	i	i	i	i	i	i	i	i	i
COc1ccc(C(=O)NCC(=O)OCC(=O)c2ccc3c(c2)OCCO3)cc1	i	-2	i	i	i	i	i	i	i	i	i
CCCC(C)C(=O)Nc1nnc(CCc2ccccc2)s1 (stereo unspecified)	i	0	i	i	i	i	i	i	i	i	i
Cn1c(CCNS(=O)(=O)c2ccccc2)nc2cc([N+](=O)[O-])ccc21	i	6	i	i	i	i	i	i	i	i	i
O=C(COC(=O)C12CC3CC(CC(Br)(C3)C1)C2)N1CCOCC1	i	-3	i	i	i	i	i	i	i	i	i
O=C(CCSCc1cccc(F)c1)NCCc1ccccc1	i	-1	i	i	i	i	i	i	i	i	i
O=C(N/C(=C\c1ccc(Cl)cc1)C(=O)N1CCOCC1)c1ccc([N+](=O)[O-])cc1	i	-2	i	i	i	i	i	i	i	i	i
CN(C)c1ccc(CNCCC2CCOC(C)(C)C2)cc1 (stereo unspecified)	i	-6	i	i	i	i	x	i	i	i	i
COC(=O)[C@@]12CCCCN1[C@H](c1ccc(-c3ccccc3)cc1)[C@@H]1C(=O)N(C)C(=O)[C@@H]12	i	3	i	i	i	i	i	18*	i	i	i
COc1ccc(CCNC(=O)Cn2cnc3ccccc3c2=O)cc1OC	i	-2	i	i	i	i	i	i	i	i	i
O=C(COC(=O)CCC(=O)c1ccc(F)cc1)Nc1ccc(N2CCOCC2)cc1	i	-6	i	i	i	i	i	i	i	i	i
O=C(Nc1cccc2ccccc12)c1ccc([N+](=O)[O-])s1	i	4	i	i	i	i	i	i	i	i	i
COC(=O)N1CC=CC1(C)C(=O)NCc1cc(F)cc(C(F)(F)F)c1 (stereo unspecified)	i	12	i	i	i	i	i	i	i	i	i
O=C(CSC1=NCCN1)C1COc2ccccc2O1 (stereo unspecified)	i	-1	i	i	i	i	i	i	i	i	i
CC(=O)c1cccc(N(C(=O)CS(=O)CC(=O)Nc2ccc(F)cc2)C(C(=O)NC2CCCCC2)c2ccc(C)o2)c1 (stereo unspecified)	i	-3	i	i	i	i	i	i	i	i	i
O=C(NC1CCCCC1)c1ccc(CS(=O)Cc2ccc(Cl)cc2)o1 (stereo unspecified)	i	3	i	i	i	i	i	i	i	i	i
COc1ccc(OC)c(Nc2ncnc3ccccc23)c1	i	11	i	i	i	i	i	i	i	i	i
COc1ccc(C(=O)OCC(=O)Nc2ccc(F)cc2F)cc1OC	i	15	i	i	i	i	i	i	i	i	i
Cc1c(-n2c(-c3ccccc3Cl)n[nH]c2=S)c(=O)n(-c2ccccc2)n1C	i	5	i	i	i	i	i	i	i	i	i
COC(=O)c1ccc(Cn2cc(C(F)(F)F)ccc2=O)cc1	i	0	i	i	i	i	i	i	i	i	i
Cc1ccc(NC(=O)Cn2c(O)c(N=NC(N)=O)c3ccccc32)cc1	i	1	i	i	i	i	i	i	i	i	i
CCCOc1ccc(NC(=O)C(=O)NCCCn2ccnc2)cc1	i	-9	i	i	i	i	i	i	i	i	i
CCOC(=O)c1cnc2nc(SC)nn2c1N	i	8	i	i	i	i	i	i	i	i	i
CCCC1=Nc2cc(C(=O)NCCN3CCOCC3)ccc2Sc2ccccc21	i	-8	i	i	i	i	i	i	i	i	i
Cc1cc(C)n(-c2nc3ccccc3c(=O)n2OCc2ccc(Cl)cc2)n1	i	9	i	i	i	i	i	i	i	i	i
O=C(c1ccc(Cl)cc1)N1CCCC(c2ccccc2)=N1	i	12	i	i	i	i	i	i	i	i	i
CC(=O)Nc1coc2ccc(Br)cc12	i	-13	i	i	i	i	i	i	i	i	i
CCCCOc1ccc(N2C(N)=NC(N)=NC23CCCCC3)cc1	i	-4	i	i	i	i	i	i	i	i	i
CCOC(=O)c1c(NC(=O)CSc2nc3ccccc3c(=O)n2-c2ccccc2)sc(C(C)=O)c1C	i	17	i	i	i	i	i	i	i	i	i
CCO[C@H]1OC(C(=O)O)=C[C@@H](c2ccccc2)[C@@H]1CCCO	i	12	i	i	i	i	i	i	i	i	i
CSc1ccc(CC(=O)N2CCC(n3nccc3NC(=O)C3CC3)CC2)cc1	i	0	i	i	i	i	i	i	i	i	i

Whole records, looked up by structure. Screens in order: TMEM16A inh, SKKanGAS inh, MrgX1 PAM, MrgX1 agonist, MrgX1 antagonist, TRPC6 act, TMEM16A act, TRPC4 PAM, TRPC4 act, TRPC4 inh, TRPC6 inh
`CCCC1=Nc2cc(C(=O)NCCN3CCOCC3)ccc2Sc2ccccc21` is listed with i, -8, i, i, i, i, i, i, i, i, i
`Cn1c(CCNS(=O)(=O)c2ccccc2)nc2cc([N+](=O)[O-])ccc21` is listed with i, 6, i, i, i, i, i, i, i, i, i
`COc1ccc(C(=O)NCC(=O)OCC(=O)c2ccc3c(c2)OCCO3)cc1` is listed with i, -2, i, i, i, i, i, i, i, i, i

Going on with the list.
SMILES	TMEM16A inh	SKKanGAS inh	MrgX1 PAM	MrgX1 agonist	MrgX1 antagonist	TRPC6 act	TMEM16A act	TRPC4 PAM	TRPC4 act	TRPC4 inh	TRPC6 inh
O=C(CCNc1cccc(C(F)(F)F)c1)c1ccco1	i	-5	i	i	i	i	i	i	i	i	i
O=C(CSc1nncn1-c1ccccc1)NC1CCCCC1	i	0	i	i	i	i	i	i	i	i	i
O=S(=O)(c1ccc(-c2csc(=Nc3ccccc3)n2CCCN2CCOCC2)cc1)N1CCOCC1	i	-2	i	i	i	i	i	i	i	i	i
Cc1nc2nc(NC(=O)c3ccco3)nn2c(C)c1Cl	i	9	i	i	i	i	i	i	i	i	i
O=C(c1ccco1)N1CCN(C(=O)C2CC(c3ccc(F)cc3)=NO2)CC1 (stereo unspecified)	i	2	i	i	i	i	i	i	i	i	i
C/C(=N\NC(=O)c1c(Cl)cnn1C)c1cccc(NC(=O)COc2ccccc2)c1	i	-2	i	i	i	i	i	i	i	i	i
COc1nc(NC(C)=O)nc(C)c1Br	i	-10	i	i	i	i	x	i	i	i	i
CC1CCCCN1C(=O)CSc1nnc(-c2ccco2)n1C (stereo unspecified)	i	4	i	i	i	i	i	i	i	i	i
CCOC(=O)c1c[nH]c(=O)c(Br)c1O	i	4	i	i	i	i	i	i	i	i	i
COc1ccc2oc(C(=O)OCC(=O)N3CCN(c4ccccc4)CC3)c(C)c2c1	i	26	i	i	i	i	i	i	i	i	i
CCOC(=O)C1C(=O)NC(c2ccccc2)=NC1c1ccc(Br)cc1 (stereo unspecified)	i	-4	i	i	i	i	i	i	i	i	i
Cc1cccnc1CCNC(=O)c1ccc(OC2CCN(Cc3ccccn3)CC2)cc1	i	-4	i	i	-10*	i	i	i	i	i	i
Cc1cc(F)ccc1NC(=O)CCc1c(C)nn(-c2ccc(N3CCCCC3)nn2)c1C	i	4	i	i	i	i	i	i	i	i	i
COCCNC(=O)Cn1cc2c(n1)CCC(C)C2 (stereo unspecified)	i	3	i	i	i	i	i	i	i	i	i
O=C(c1c(F)cccc1F)N1CCCC1	i	-3	i	i	i	i	i	i	i	i	i
Cc1cccc(OCC(=O)Nc2ccc(N3CCN(C(=O)c4ccccc4)CC3)cc2)c1	i	1	i	i	i	i	i	i	i	i	i
Nc1ccc2c(c1)Nc1ccccc1CC2	i	1	i	i	i	i	i	i	i	i	i
CCN(CC)S(=O)(=O)c1cc(C(=O)c2nccn2C)ccc1Cl	i	12	i	i	i	i	i	i	i	i	i
CCC(C)Nc1nc2c(c(=O)n(C)c(=O)n2C)n1Cc1cccc(C)c1 (stereo unspecified)	i	1	i	i	i	i	i	i	i	i	i
CCN(CC)CC(=O)Nc1c2c(nc3ccccc13)N(C)CC2	i	-5	i	i	i	i	i	i	i	i	-7.5*
CC(C)Cc1nnc(NC(=O)CCS(=O)(=O)c2ccc(Cl)cc2)s1	i	-8	i	i	i	i	i	i	i	i	i
Cc1cccc(OCC(=O)N/N=C\c2cn(C)c3ccccc23)c1	i	-2	i	i	i	i	i	i	i	i	i
CO/N=C\CC(=O)Nc1ccc(F)cc1	i	9	i	i	i	i	i	i	i	i	i
COc1ccc(-c2csc(NC(=O)CC(NC(C)=O)c3ccccc3)n2)cc1OC (stereo unspecified)	i	-1	i	i	i	i	i	i	i	i	i

Screening results deposited in PubChem BioAssay by several laboratories.
